# Screening data: PubChem, National Center for Advancing Translational Sciences (NCATS)
# Lipid storage S3: qHTS Assay for Lipid Storage Modulators in Drosophila S3 Cells | Drosophila S3 cells, BODIPY lipid droplet fluorescence, 18-24 h; cells fed with added oleic acid | hit rate 0.64% among 320,000 | Potency in µM for hits, for the others lipid storage change, negative = inhibition, % at the top dose, mostly 46.1 µM; active means well fitted inhibition curve with a large enough effect in the signal ratio, with a control signal flat, not every such curve was filed as active; inconclusive means small, poorly fitted or top-dose-only effect, or effect the other way, or a change in a side signal; the % refers to the signal ratio
#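 Drosophila S3 cells loaded with oleic acid (400 uM, as added) and compounds at several concentrations; lipid droplets imaged by 488-nm laser-scanning cytometry, 500–530 nm intensity and object ratio to cell channel. Percent activity normalized to 20 uM Triacsin C.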
# Lipid storage S3 cell count max: recorded beside Lipid storage S3, whose call it bears; cell number change, %; measured here: cell count max response;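 cells counted by Cell Tracker Red CMTPX staining in the red channel; peak over a dose series mostly up to 46.1 µM; percent activity relative to internal control wells on each plate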
# Active calls of the source: *; i = inactive; u = inconclusive; x = not tested or not shown. On the % scale 0 is the no-effect control and ±100 the full control effect; potency means the concentration at half of the fitted maximal effect. Some of the compounds tested, so the mix of outcomes need not match the whole.
# Screens in order: Lipid storage S3 cell count max	Lipid storage S3
> Cc1ccccc1N(C)C(=O)c1coc(=O)c2ccccc12
    x	u
> O=C(CSc1nnc(-c2ccc(S(=O)(=O)N3CCOCC3)cc2)o1)c1ccccc1F
    -5	-13%
> CCN1C(=O)[C@@H]2[C@@H](c3ccc(-c4ccc(C(C)=O)cc4)c(OC)c3)N3CCC[C@@]3(C(=O)OC)[C@@H]2C1=O
    x	u
> CN(C)c1ccc(S(=O)(=O)N2CCCCC2)cc1NC(=O)C1=COCCO1
    -9	-3%
> Cc1cc(C)cc(OCC(=O)Nc2ccc3c(c2)OCO3)c1
    x	u
> CC(C)c1c(O)c2c(n(-c3ccccc3)c1=O)CCCC2
    x	u
> Cc1ccc(C(=O)N/C(=C/c2ccco2)C(=O)NCCc2c[nH]c3ccccc23)cc1C
    x	-11%
> COC(=O)c1c(NC(=O)CCC(=O)O)sc(Cc2ccccc2)c1C
    6	5%
> O=C(OCCc1cc2ccccc2c(=O)o1)c1ccc(F)cc1
    x	u
> O=C(NC(=S)Nc1ccccc1[N+](=O)[O-])c1cncc(Br)c1
    x	i
> O=C(O)c1cc(S(=O)(=O)Nc2ccc3cn[nH]c3c2)ccc1O
    x	u
> O=[N+]([O-])c1ccccc1/C=N/Nc1nc(N2CCCC2)nc(N2CCCC2)n1
    -11	-11%
> O=c1c(Cc2ccc(Cl)cc2)c(O)ccn1Cc1cccs1
    2	-8%
> COC(=O)c1ccc(C)c(NC(=O)CSc2sc3c(O)cc(=O)[nH]c3c2C#N)c1
    x	u
> C#CCOCCOCCOCCNc1nc(N2CCN(C(=O)[C@H]([C@@H](C)CC)n3cc([C@@H](N)CC(C)C)nn3)CC2)nc(N2CCN(C(=O)[C@H](Cc3cc4ccccc4[nH]3)n3cc([C@@H](N)CC(C)C)nn3)CC2)n1
    -23	-3%
> CCCC1CCC(C(=O)Nn2c(C)nc3ccccc3c2=O)CC1 (centres undefined)
    -13	-9%
> CC1CCCN(S(=O)(=O)c2ccc3c(c2)n(C)c(=O)c(=O)n3C)C1 (centres undefined)
    x	22%
> COc1cccc(-c2cc(C(=O)O)[nH]n2)c1
    x	u
> CCOC(=O)c1cccc(NC2c3ccccc3C(=O)N2Cc2ccco2)c1 (centres undefined)
    x	i
> Cc1nn(-c2ccccc2)c(C)c1/C=N/NC(=O)c1cc(C(C)(C)C)[nH]n1
    x	i
> Cc1ccc(-n2ncc3c(=O)[nH]c(SCC(=O)N4CCCC4)nc32)cc1C
    -2	1%
> O=C(CN1CCN(S(=O)(=O)c2ccc3ccccc3c2)CC1)NC(=O)NC1CCCCC1
    x	i
> COCc1cc(N2CCCCC2)nc(-c2ccccc2)n1
    x	u
> O=C(OC1CCOC1=O)c1ccccc1C(=O)c1ccc(Cl)c([N+](=O)[O-])c1 (centres undefined)
    x	u
> O=C1SCCC1NS(=O)(=O)c1ccc([N+](=O)[O-])cc1 (centres undefined)
    17	-6%
> CCOC(=O)c1cccc(NC(=O)C2CCCN(S(=O)(=O)c3cnc[nH]3)C2)c1 (centres undefined)
    x	u
> COC(=O)[C@H]1[C@H](C(=O)OC)[C@@H](C(=O)OC)N(c2ccc(OC)cc2)[C@@H]1C(=O)OC
    11	1%
> COc1ccc(N2CCN(C3CCCN(C(=O)CN4CCOC4=O)C3)CC2)cc1 (centres undefined)
    -24	20%
> Cc1ccc(S(=O)(=O)c2nc(-c3ccc(F)cc3)oc2N2CCOCC2)cc1
    x	u
> Clc1ccc(OCCOCCOc2cccc3cccnc23)c(Br)c1
    x	u
> CCn1c(SCC(=O)NNC(=O)Cc2ccccc2)nnc1-c1ccncc1
    x	u
> CC1CCN(c2c(NCC3CCC(C(=O)N4CCCC(C)C4)CC3)c(=O)c2=O)CC1 (centres undefined)
    x	u
> CCC1Nc2ncnc(N3CCOCC3)c2N(Cc2ccccc2)C1=O (centres undefined)
    x	u
> CCc1nnc(NC(=O)CSc2nnc(C(C)NC(=O)c3ccccc3)n2C)s1 (centres undefined)
    13	i
> COc1ccc(S(=O)(=O)N2CCc3ccccc32)cc1C(=O)N1CCN(C=O)CC1
    x	u
> CCCCn1c(N)c(N(CCC(C)C)C(=O)c2ccc3c(c2)OCO3)c(=O)[nH]c1=O
    x	u
> O=C(NCc1ccco1)c1ccc2c(c1)N(Cc1ccccc1)C(=O)CS2
    x	u
> Cc1ccc(SCCN2CCN(C)CC2)cc1
    x	u
> O=C(CNc1ccc(F)cc1)c1ccccc1
    x	u
> CN(CC(=O)NCc1cccnc1)S(=O)(=O)c1cc(Cl)ccc1Cl
    x	u
> Cc1ccc(C)c(S(=O)(=O)NCC(=O)Nc2ccc3c(c2)OCO3)c1
    x	u
> CC(C)(C)n1nnnc1C(c1cccc(C#N)c1)N1CCC(Cc2ccccc2)CC1 (centres undefined)
    x	u
> COc1ccc(CSc2ncnc3sccc23)cc1F
    x	u
> CCn1cc(C(=O)N(C)c2cc(C)ccc2OC)c2cc(OC)c(OC)cc2c1=O
    0	8%
> CCOc1ccc(CC(=O)C2C(=O)CC(C)(C)CC2=O)cc1OCC
    -3	22%
> COC(=O)CCC(=O)N1CCc2cc(S(=O)(=O)N3CCc4ccccc43)ccc21
    x	u
> COc1ccc(OC)c(NC(=O)c2nc(-c3ccccc3)oc2C)c1
    x	u
> CS(=O)(=O)N(CC(=O)Nc1ccccc1C(=O)N1CCCC1)c1ccc2c(c1)OCO2
    14	2%
> O=C(NCCCNC(=O)c1cccnc1)c1ccc(Cl)cc1
    -8	i
> CCCCn1c(N)c(N(CCC(C)C)C(=O)c2ccc3ccccc3c2)c(=O)[nH]c1=O
    x	u
> Cc1ccc(S(=O)(=O)C2(C(=O)NCc3ccc4c(c3)OCO4)CC2)cc1
    x	u
> CC(O)c1c(-c2ccccc2)nn(C)c1Cl (centres undefined)
    x	u
> CCOC(=O)N/N=C/c1ccc(C)o1
    x	i
> N=c1c2c(-c3ccccc3)c(-c3ccccc3)n(Cc3ccco3)c2ncn1CCCO
    -15	1%
> Cc1cccc(NC(=O)C2CCN(S(=O)(=O)c3ccc4c(c3)NC(=O)CO4)CC2)c1
    x	u
> CCNC(=S)NNC(=O)c1cc(CC(C)C)nc2ccccc12
    -14	-12%
> CCN(CC)CCCn1c2c(c(SCC(=O)Nc3ccccc3Cl)nc1=O)CCC2
    x	u
> CCCCOc1ccc(C(=O)NCCC(=O)NCCCC(=O)OCC)cc1
    x	u
> CC1CCc2c(sc3nn[nH]c(=O)c23)C1 (centres undefined)
    x	u
> CCc1ccccc1NC(=O)Nc1cnccn1
    x	u

# Further entries follow.
# Screens in order: Lipid storage S3 cell count max	Lipid storage S3
> COc1cccc(CCNC(=O)C2CCCN(c3ncnc4c3nc3n4CCCCC3)C2)c1OC (centres undefined)
    x	u
> CN1CCN(CCN2CCn3c2nc2ccccc23)CC1
    x	-26%
> CN(CCc1ccccn1)S(=O)(=O)c1ccccc1F
    x	u
> COc1ccccc1-c1cc(C2CC2)nc(N)c1C#N
    -12	16%
> COC(=O)c1nc2n(n1)C(c1cccc(Cl)c1)C1=C(CC(C)(C)CC1=O)N2 (centres undefined)
    x	u
> COc1ccc2cc(C3CC(c4cccs4)=NN3S(C)(=O)=O)c(Cl)nc2c1 (centres undefined)
    18	6%
> O=C(CCCc1ccccc1)NCCc1ccc(F)cc1
    x	u
> CCCn1nc2cc(C(=O)NCc3ccc(OC)cc3)ccc2c1OCC
    -3	-16%
> C/C(=N\NC(=O)CNC(=O)c1ccc(Br)cc1)c1ccco1
    6	i
> Cc1cc(C)c(C(=O)COC(=O)CCNS(=O)(=O)c2c(Cl)cccc2Cl)cc1C
    x	u
> CCOc1cc(/C=C2\CCCC(C(=O)C(F)(F)F)=C2O)ccc1O
    x	u
> CCN1CCN(Cc2cccc(Oc3ccccc3)c2)CC1
    x	i
> CCN(CC)S(=O)(=O)c1cccc(C(=O)N2CCCCC2)c1
    x	u
> Cc1nn(CC(=O)Nc2ccccn2)c(=O)c2ccccc12
    8	i
> NCC12CC3CC(C1)CC(c1ccc(Cl)cc1)(C3)C2
    x	u
> O=c1cc(CO)oc(CN2CCC(Cc3ccccc3)CC2)c1O
    x	u
> O=C(COC(=O)c1ccccc1NC(=O)c1ccco1)NC1CC1
    x	u
> Cn1c(=O)[nH]c2nc[nH]c2c1=O
    -9	-25%
> Cc1ccccc1[C@@H](NC(=O)OC(C)(C)C)C(=O)OC(C)(C)C
    x	u
> CSc1cccc(NC(=O)CN(C)S(=O)(=O)c2ccc(F)cc2)c1
    x	u

# The last 2 entries of the section before lead into the next:
# Screens in order: Lipid storage S3 cell count max	Lipid storage S3
> Cc1ccccc1[C@@H](NC(=O)OC(C)(C)C)C(=O)OC(C)(C)C
    x	u
> CSc1cccc(NC(=O)CN(C)S(=O)(=O)c2ccc(F)cc2)c1
    x	u
> CC1C/C(=C/c2ccncc2)C(=O)/C(=C/c2ccncc2)C1 (centres undefined)
    x	u
> CCSc1nnc(NC(=O)NC(C)(C(F)(F)F)C(F)(F)F)s1
    x	u
> CC(CN1CCCC(C(N)=O)C1)c1ccccc1 (centres undefined)
    -9	-20%
> CCOC(=O)COc1nc2ccc(Br)cc2c(-c2ccccc2)c1C(C)=O
    4	5%
> CNC(=S)Nc1cc(S(=O)(=O)Nc2cc(Cl)ccc2Cl)ccc1N1CCCC1
    8	-5%
> O=C(CCN1C(=O)C2CC=CCC2C1=O)NC1CCCCC1 (centres undefined)
    2	-18%
> COc1cc(S(=O)(=O)NCc2ccncc2)ccc1Br
    x	u
> O=C(N/N=C/c1ccccc1)c1[nH]c2ccc(Br)cc2c1-c1ccccc1
    -13	-8%
> COc1ccc(CCNC(=O)CN(C)S(=O)(=O)c2ccc3nc(C)sc3c2)cc1OC
    x	u
> CCCCNc1c(-c2ccc(OC)c(Sc3ccc(OC)cc3)c2)nc2ccccn12
    x	u
> COc1ccc(NC(=O)c2cn(-c3ccccc3)nc2-c2cc3ccccc3o2)cc1
    7	-25%
> C=C(C)CSc1nc2ccccc2[nH]1
    x	u
> CCCn1ncc(CN2CCN(Cc3ccc(C)o3)C(CCO)C2)c1C (centres undefined)
    5	-2%
> CS(=O)(=O)N(Cc1ccccc1)c1ccc(C(=O)Nc2ccccc2Sc2ccccc2)cc1
    -19	0%
> Cc1cc(C(=O)OCC(=O)c2ccc3c(c2)NC(=O)CO3)c2ccccc2n1
    x	u
> O=C(Nc1cccc(F)c1)/C(=C\c1ccco1)NC(=O)c1ccco1
    -20	i
> Cc1c(C(=O)NC(C)C)sc2ncn(CC(=O)N3CCC(C)CC3)c(=O)c12
    -4	i
> Cc1ccc(NS(=O)(=O)c2cc(C(=O)O)ccc2Cl)cc1
    -3.5*	2.3µM*
> COc1cccc(/C=N/NC(=O)c2ccc(=O)n(C)c2)c1O
    x	u
> CCSc1nc2c(cnn2-c2ccc(C)c(C)c2)c(=O)[nH]1
    x	u

# Sorted by count of non-hydrogen atoms (largest number first): part of the list above
# Screens in order: Lipid storage S3 cell count max	Lipid storage S3
> Cc1ccc(C(=O)N/C(=C/c2ccco2)C(=O)NCCc2c[nH]c3ccccc23)cc1C
    x	-11%
> O=C(CSc1nnc(-c2ccc(S(=O)(=O)N3CCOCC3)cc2)o1)c1ccccc1F
    -5	-13%
> CCN(CC)CCCn1c2c(c(SCC(=O)Nc3ccccc3Cl)nc1=O)CCC2
    x	u
> Cc1ccc(C)c(S(=O)(=O)NCC(=O)Nc2ccc3c(c2)OCO3)c1
    x	u
> CN(CC(=O)NCc1cccnc1)S(=O)(=O)c1cc(Cl)ccc1Cl
    x	u
> CCSc1nc2c(cnn2-c2ccc(C)c(C)c2)c(=O)[nH]1
    x	u

# Remaining list, next part
# Screens in order: Lipid storage S3 cell count max	Lipid storage S3
> OC(COCC1COc2ccccc2O1)CN1CCN(c2ccc(F)cc2)CC1 (centres undefined)
    16	-4%
> O=C(O)C1C2C=CC(C2)C1C(=O)NC1CCN(Cc2ccccc2)CC1 (centres undefined)
    x	u
> Cc1cc(C)cc(-n2nc(C)cc2N)c1
    x	i
> CC1=CC(C)(C)Nc2ccc(OC(=O)CCN3C(=O)c4ccccc4C3=O)cc21
    x	u
> COc1ccc(C2C(C(=O)NCc3cccnc3)c3cc(OC)c(OC)cc3C(=O)N2C)cc1 (centres undefined)
    x	u
> COc1ccc(CCN(C)c2ncnc3sccc23)cc1OC
    -26	24%
> CCN(CC(=O)Nc1ccccc1C(F)(F)F)C(=O)COc1cccc2c1OC(C)(C)C2
    x	u
> O=C(CCN1CCCC1)Nc1ccc(Br)cc1
    10	-2%
> CC(O)CNc1ccc(-c2n[nH]c(=O)c3ccccc23)cc1[N+](=O)[O-] (centres undefined)
    3	6%
> COc1cccc(CN(C)C(=O)c2ccc(OCC(=O)N3CCOCC3)c(OC)c2)c1
    x	u
> Nc1cccc(-c2csc(-n3ncc(C(=O)O)c3C(F)(F)F)n2)c1
    9	-2%
> COC(=O)c1sc2nc(CN3CCOCC3)nc(N3CCOCC3)c2c1C
    x	u
> CCOC(=O)CSC1=C(C#N)C(=O)NC(c2ccc(OC)c(OC)c2)S1 (centres undefined)
    -6	-2%
> CCC1S/C(=N/N=C/c2ccco2)N(Cc2ccccc2)C1=O (centres undefined)
    x	u
> COc1ccc(CC(=O)NCC2COc3ccccc3O2)cc1 (centres undefined)
    1	-8%
> CCN1C(=O)c2ccccc2Sc2ccc(C(=O)NCCCN3CCOCC3)cc21
    24	0%
> CCC1CCC2(CC1)NNC(=S)NN2
    x	u
> CC(=O)N1CCN=C1SCc1ccc(F)cc1
    x	u
> COc1ccc(N(CC(=O)NCc2cccs2)S(=O)(=O)c2c(C)n[nH]c2C)cc1
    5	i
